Luc counter: counter-screen: inhibitors of Kinase-Glo firefly luciferase | Potency, µM (top dose mostly 38.3 µM), without a hit: at the top dose activity change, negative = inhibition, most hits filed as inhibitors | AID 1379 | Q27757 | hit rate 0.28% among 200,000 | Kinase-Glo luciferase, ATP luminescence, 8 min; note: potency is the fitted concentration of half-maximal effect; % is set by controls: 0 for no effect and ±100 for the full control effect; nearly all actives have a fitted effect of over 60% in size
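Recombinant Kinase-Glo luciferase, 10 uM ATP (linear range), luciferin; imidazole pH 7.2 / KCl / MgCl2 / Tween / BSA buffer; 8 min RT; luminescence.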
SMN2 splice enh: SMN2 splice variant enhancement. HEK293 SMN2-luciferase splicing reporter, luminescence, 30-36 h. Potency, µM (titrated, usually from 46.1 µM), inactives show at the top dose activity change, positive = activation, hits mostly activators. hit rate 2.8% among 210,000. AID 1458; note: potency is the fitted concentration of half-maximal effect; % of control where 0% means no effect; nearly all actives have a fitted effect of over 55% in size
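qHTS luciferase splicing reporter: luminescence rises when SMN2 exon 7 is included in transfected HEK293 cells. Compound exposure lasted 30-36 h at 37C, with 4.5 mM final sodium butyrate as control, followed by a ONE-Glo read.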
LMNA splice mod: changes lamin A minigene splicing in HeLa cells | HeLa LMNA splicing GFP/RFP minigene ratio, 48 h | Potency, µM (top dose mostly 46.1 µM), inactives show at the highest dose ratio change, negative = inhibition, hits mostly inhibitors | hit rate 0.01% among 200,000 | AID 1487; active = well fitted inhibition curve with a large enough effect in the signal ratio, with a control signal flat, not every such curve was filed as active; inconclusive = small, poorly fitted or top-dose-only effect, or effect the other way, or a change in a side signal; the % refers to the signal ratio; note: potency is the fitted concentration of half-maximal effect; % is set by controls: 0 for no effect and ±100 for the full control effect
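S3 HeLa stable clones carrying a lamin A-EGFP splicing minigene plus DsRed2 were seeded at 600 cells/well in Opti-MEM with 2% FBS, pin-dosed and incubated 48 h at 37°C. Acumen cytometry (488 nm) gave the GFP/RFP total-intensity ratio.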
CBFb-RUNX1 inh: CBF-beta/RUNX1 interaction disruption; 230,000 tested, under 10 active; AlphaScreen CBFb-His/RUNX1-biotin binding, biochemical; AID 1477; Potency, µM (titrated, usually from 59.8 µM), inactives show at the highest dose activity, negative = inhibition, usual class: inhibitors; note: % of control where 0% means no effect
Target sequence (Q01196 whole entry, looked up): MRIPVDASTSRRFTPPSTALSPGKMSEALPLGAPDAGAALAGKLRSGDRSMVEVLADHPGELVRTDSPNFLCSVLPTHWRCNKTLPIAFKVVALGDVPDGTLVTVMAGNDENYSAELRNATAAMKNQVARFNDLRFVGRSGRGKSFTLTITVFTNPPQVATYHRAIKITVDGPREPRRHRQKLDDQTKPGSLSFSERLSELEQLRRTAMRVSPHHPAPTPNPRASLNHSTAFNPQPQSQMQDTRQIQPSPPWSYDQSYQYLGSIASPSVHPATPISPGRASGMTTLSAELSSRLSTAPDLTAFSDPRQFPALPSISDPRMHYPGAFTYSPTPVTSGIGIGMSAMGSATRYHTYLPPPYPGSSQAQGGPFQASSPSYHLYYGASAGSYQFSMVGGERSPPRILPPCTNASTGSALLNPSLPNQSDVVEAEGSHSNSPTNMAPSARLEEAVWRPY
Target sequence (Q13951 whole entry, looked up): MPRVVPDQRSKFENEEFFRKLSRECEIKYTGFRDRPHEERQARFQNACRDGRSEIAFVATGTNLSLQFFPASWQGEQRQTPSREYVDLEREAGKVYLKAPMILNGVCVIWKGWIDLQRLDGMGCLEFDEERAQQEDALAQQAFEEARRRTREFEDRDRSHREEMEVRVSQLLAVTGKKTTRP
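His-tagged CBF-beta and biotinylated RUNX1 (30 nM each) were premixed 20 min at room temperature, exposed to compound for 15 min, then given nickel-chelate and streptavidin AlphaScreen beads (50 ng each). After 90 min, AlphaScreen signal was read.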
IMPase Li inh: membrane-permeable IMPase blocker, potentiated with lithium | CHO-M1 cells, IP1 TR-FRET (IP-One), carbachol + lithium | Potency, µM (titrated, usually from 59.4 µM), for inactives: top-dose activity, negative = IMPase inhibition, hits mostly inhibitors | hit rate 0.35% among 210,000 | AID 1457;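 note: IP1 builds up when IMPase is blocked and the TR-FRET signal falls; potency is the fitted concentration of half-maximal effect; plate controls were basal vehicle for no effect and high inhibitor control for full effect; nearly all actives have a fitted effect of over 50% in size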
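Test compounds were applied to CHO-M1 cells previously cultured for 16–30 h at 2000 per well. A small lithium amount accompanied them; after 30 min at 37C, IP1 was quantified by TR-FRET.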
HttQ103 aggreg: mutant huntingtin aggregation inhibition. Potency, µM (series often up to 46.1 µM), for inactives: at the top dose activity change, negative = inhibition, most hits filed as inhibitors. hit rate 1.1% among 220,000. PC12 HttQ103-GFP aggregates, Acumen cytometry, 40 h. AID 1688; note: potency is the fitted concentration of half-maximal effect; % is set by controls: 0 for no effect and ±100 for the full control effect; nearly all actives have a fitted effect of over 60% in size
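Aggregate formation scored by laser-scanning cytometer (488 excitation, 500–530 emission) in lysed PC12 cells expressing Q103-GFP after 100 nM tebufenozide induction; library tested in dose series, with ATPLite reagent added in the multiplex.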
HTT ATP protect: Huntington cell model cytoprotection by ATP luminescence; AID 1471; PC12 HTT-Q103 induced, cytoprotection, ATP luminescence, 40 h; hit rate 0.14% among 230,000; Potency, µM (top dose mostly 56.4 µM), inactives show cytoprotection (ATP increase), hits mostly activators;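 note: potency is the fitted concentration of half-maximal effect; % of control where 0% means no effect; nearly all actives have a fitted effect of over 45% in size; toxic huntingtin expression switched on by the ecdysone agonist tebufenozide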
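Huntington model: PC12 line, ecdysone-inducible HTTQ103 exon1–GFP, tebufenozide 100 nM. Test articles in a dose series. Endpoint luminescence from cellular ATP.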
Active calls of the source: *; ? = inconclusive; . = not tested or not shown; & = joins results of further samples; [ ] = dose if it differs, or a comment. Unless noted, calls come from the whole dose curve; as a rule, active = well fitted curve in the direction sought with a large enough effect; inconclusive = small, poorly fitted or top-dose-only effect, or another doubt; inactive = no such curve, though single readings can be large; an effect the other way counts as inactive or inconclusive.

SMILES | Luc counter | SMN2 splice enh | LMNA splice mod | CBFb-RUNX1 inh | IMPase Li inh | HttQ103 aggreg | HTT ATP protect
CCOC(=O)c1cc(C)n(-c2ccc(OC)c(OC)c2)c1C | . | . | ? | -15% | . | 22% | 10%
COc1cc(/C=C2/C(=O)ON=C2C)ccc1OCc1ccccc1F | ? | -40%[inhibitor] | 19% | -3% | 17%[38.3 µM] | -9% | -2%
O=C(Nc1ccc(CN2CCCCC2)cc1)Nc1ccc(Br)cc1Cl | -2% | -115%[inhibitor] | . | 0% | 25% | 19% | .
CN(C)c1nc(N(C)C)nc(N2CC(=O)N(c3ccccc3)C2=N)n1 | -2% | 5% | 16%[46 µM] | 11% | 3% | 16% | -23%
c1ccc(Oc2cccc(OCCCCSc3ncccn3)c2)cc1 | -5% | 4% | ? | ? | 51%[activator][38.3 µM] | ? | -7%
Cn1nnnc1Sc1ccc([N+](=O)[O-])cc1Cl | -3% | 11% | ? | 8% | 0% | 5% | -10%[10 µM]
O=C(Nc1ccc(O)c2c(=O)cc(-c3ccccc3Cl)oc12)c1cccs1 | . | . | . | 4%&-3% | . | -13%[9.22 µM] | -17%[10 µM]
O=C(Nc1ccsc1C(=O)N1CCCC1)c1ccccc1 | 0% | -11% | 14%[46 µM] | 7% | 1% | -15% | -8%[10 µM]
Cn1c(CN2CCN(c3cccc(Cl)c3)CC2)nc2ccccc21 | 0% | -17% | -16% | -11% | 5% | -17% | ?
COc1ccc(OC)c2c(=O)cc(C(=O)O)[nH]c12 | . | . | . | 15% | . | 15%[9.22 µM] | -13%[10 µM]
Cn1c(=O)cc(SCC(=O)NCCCN2CCOCC2)c2ccccc21 | . | . | 13% | 3% | . | -8% | -27%
CCC(=O)NC(=S)Nc1ccc(N2CCN(C(=O)c3ccc(Cl)cc3)CC2)cc1 | 3% | -28% | . | 0% | 16% | 21% | -22%
CN(C)C(=O)N1CCC(C(=O)NCc2ccc3c(c2)OCO3)CC1 | 0% | -8% | 16% | 1% | 7%[38.3 µM] | 1% | -10%
CCOC(=O)C1CCCN(CC(O)COCc2ccc3c(c2)OCO3)C1 (stereo not given) | -2% | 0% | 7%[46 µM] | 10% | 1% | 1% | ?
COC(=O)[C@@]1(Cc2ccccc2)[C@H]2c3cc(C(=O)N4CCCC4)n(Cc4c(CO)[nH]cc(C)c4=O)c3C[C@H]2CN1C(=O)c1ccccc1 | -1% | -3% | . | 1% | -7% | . | -14%
Cc1ccc(-c2nc(C3CCCN(S(=O)(=O)c4ccc(C(C)(C)C)cc4)C3)no2)cc1 (stereo not given) | -5% | 6% | 0% | 0% | -4%[38.3 µM] | -15% | -7%
O=C(CSc1ccc(C(F)(F)F)cn1)Nc1ccccc1 | . | . | . | 6% | . | -14%[9.22 µM] | -3%[10 µM]
O=C(COc1ncnc2ccccc12)NCCc1ccccc1 | 1% | -2% | -5%[46 µM] | -6% | -6% | 10% | -19%
CCOC(=O)c1ccc(N2C(=O)C=CC2=O)cc1 | -5% | 10% | ? | -3% | 56%[activator][38.3 µM] | 22µM* | -96%[inhibitor]
CCc1ccc2nc(SCC(=O)N(CC)CC)c(C#N)cc2c1 | 1% | -11% | ? | 2% | 2%[38.3 µM] | -7% | -48%[inhibitor]
Cc1ccc(NC(=O)CC2S/C(=N/N=C3/NC(=O)CS3)NC2=O)cc1 (stereo not given) | 5% | 8% | 2%[46 µM] | -5% | 4% | 18% | 42%
S=C(Nc1ccccc1)N1CCn2c(nc3ccccc32)C1 | 2% | -28% | . | 4% | -2% | -16% | -19%
N#Cc1ccc2ccn(CC(=O)N3CCCc4ccccc43)c2c1 | 1% | -26% | 1% | 2% | ? | 2% | -7%
O=C(O)c1ccc(Nc2ncc([N+](=O)[O-])cc2[N+](=O)[O-])cc1 | 1% | 0% | -4%[46 µM] | 10% | 2% | 6% | 8%
CCOC(=O)CN1C(=O)C2Cc3ccccc3CN2C1=S (stereo not given) | 0% | -21% | 2% | 0% | 6%[38.3 µM] | 2% | -12%
CC(=O)Nc1c(O)n(C)c2ccccc12 | 0% | -4% | -2% | 1% | -5% | -5% | -3%[10 µM]
COc1ccccc1N1CCN(C(c2ccc(C)cc2)c2nnnn2C(C)C)CC1 (stereo not given) | -2% | -20% | 9% | 1% | 14%[38.3 µM] | 0% | -9%[10 µM]
Cc1cccc(/C=C/C(=O)c2cc(Br)ccc(=O)c2O)c1 | -7% | -73%[inhibitor] | ? | ? | 17%[38.3 µM] | -3% | -13%
O=C(CC(NS(=O)(=O)c1ccc(Cl)cc1)c1ccco1)NCc1cccnc1 (stereo not given) | 0% | -3% | 6% | -1% | -15%[38.3 µM] | 17% | 2%
Nc1ccc(S(=O)(=O)N2CCCC2)cc1Cl | . | . | . | 1% | . | -1%[9.22 µM] | 11%[10 µM]
Cn1c(=O)c2c(nc(N3CCNCC3)n2Cc2cccc3ccccc23)n(C)c1=O | 1% | -7% | ? | 5% | -7%[38.3 µM] | 29% | -30%
Cc1ccc2nc(-c3cccc(N)c3)[nH]c2c1 | 10µM* | 2.2µM* | -3% | -20% | -11% | -3% | -31%[10 µM]
O=C1CCCCC2CCCCN12 (stereo not given) | -2%[39.9 µM] | . | . | -11%[136 µM] | -5% | . | .
COc1cc(Br)c(CCNC(=O)Cc2ccccc2)cc1OC | 3% | -7%[1.84 µM] | -2% | 5% | 1% | -2% | 26%[10 µM]
CCOC(=O)/C(C#N)=N/Nc1c(C)n(C)n(-c2ccccc2)c1=O | -1% | -4% | -15%[46 µM] | -12% | 39%[activator] | -8% | -25%
Cc1ccc(NC(=O)CN(C)C(=O)c2n[nH]c(=O)c3ccccc23)cc1 | 4% | 7% | -11%[46 µM] | -2% | 8% | 0% | 1%[10 µM]
CCOC(=O)CC1COCCN1Cc1cn(C)nc1-c1ccccc1F (stereo not given) | 1% | . | . | 11% | 3% | -1%[9.22 µM] | 14%[10 µM]
CCOc1ccc(C2c3c(oc4cc(C)c(C)cc4c3=O)C(=O)N2CCCN2CCOCC2)cc1 (stereo not given) | 3% | 12% | -2% | -10% | 2%[38.3 µM] | ? | -18%
Cc1ccnc(NS(=O)(=O)c2ccc(N=CC3=C(O)CC(C)(C)CC3=O)cc2)n1 | 0% | -8% | 8% | 2% | 11%[38.3 µM] | 5% | 22%[10 µM]
Cc1ccc(NC(=O)N(CCCN2CCOCC2)Cc2cccnc2)cc1C | -4% | -5% | -3% | -2% | 0%[38.3 µM] | -7% | 11%
CCN(C(=O)Cn1c(=O)oc2ccccc21)c1cccc(C(F)(F)F)c1 | -2% | 7% | 6% | -1% | -12%[38.3 µM] | 1% | -14%
CC1(C)Cc2ccccc2-c2nnc(-c3ccc4ccccc4n3)n21 | 0% | 12% | -17% | 3% | 20% | -1% | 0%[10 µM]
CC(C)(C)NC(=O)NCC1CCCC1NC(=O)NC(C)(C)C (stereo not given) | . | . | . | 12% | . | -7%[9.22 µM] | 4%[10 µM]
O=C(COc1ccc(/C=C\[N+](=O)[O-])cc1)N1CCOCC1 | 3% | 22% | . | -18% | 18% | ? | -16%[10 µM]
COc1ccc(C(Nc2cccc([N+](=O)[O-])c2)P(=O)(OC(C)C)OC(C)C)cc1 (stereo not given) | . | . | . | 1% | . | 2%[9.22 µM] | -11%[10 µM]
O=C(O)CSc1cc(C(=O)c2cc(F)ccc2O)cn2c(=O)c3c(-c4ccccc4)csc3nc12 | . | . | 16%[46 µM] | -20% | . | -27%[9.22 µM] | -24%[10 µM]
COc1ccc(C(=O)NCCn2ccc3ccccc32)c(OC)c1 | 1% | 29% | ? | 0% | 5%[38.3 µM] | -32% | 8%
CSc1nc2cc(C)nn2c(-c2ccc(C(C)(C)C)cc2)c1C#N | . | . | 18%[46 µM] | 6% | . | 20%[9.22 µM] | -5%[10 µM]
CCOc1ccc(C(=O)NCC(C)C)cc1 | -4% | 18% | 4% | 3% | -4%[38.3 µM] | 6% | -19%
COc1ccc(C(=O)Nc2ccc3c(c2)OCCO3)cc1 | -16% | 1.8µM* | -7% | 7% | -4% | 1% | -60%[inhibitor][10 µM]
New compounds follow:
SMILES | Luc counter | SMN2 splice enh | LMNA splice mod | CBFb-RUNX1 inh | IMPase Li inh | HttQ103 aggreg | HTT ATP protect
CN(C)/C=C1\C(=O)N(c2ccc(Cl)c(Cl)c2)CS1(=O)=O | -3% | 17% | 17%[46 µM] | -12% | -4% | 15% | -45%[inhibitor]
COc1ccc(C(=O)Nc2cccc(/C(C)=N/NC(=O)c3ccc([N+](=O)[O-])c(C)c3)c2)cc1OC | -2% | 12% | ? | 5% | 22%[38.3 µM] | -9% | -25%
Cn1c(SCC(=O)c2ccccc2F)nnc1C1CC1 | 7% | 14% | 0% | 0% | 5%[38.3 µM] | 4% | -13%[10 µM]
NC(=O)[C@@H]1CCCNC1 | -1%[7.66 µM] | -5%[9.22 µM] | . | . | -3% | . | -15%[10 µM]
COc1cc(C2NC(=S)NC(c3ccccc3)=C2C(C)=O)cc(Br)c1OCC(N)=O (stereo not given) | 1% | 0% | -16%[46 µM] | -4% | 2% | -1%[9.22 µM] | -10%
CSCCC(NC(=O)COc1ccccc1)C(=O)N1CCN(c2ccccc2F)CC1 (stereo not given) | 2% | -2% | -10% | 3% | 15%[38.3 µM] | -7%[9.22 µM] | -12%
CNc1c([N+](=O)[O-])cnn1-c1cccc(Cl)n1 | 3% | -9% | . | -1% | -4% | 13%[9.22 µM] | 2%
c1ccc(CCc2nn3c(Cn4nnc5ccccc54)nnc3s2)cc1 | -2% | 7% | 18% | 7% | 7%[38.3 µM] | -22% | 17%[10 µM]
COc1cccc(CNC(=O)CCNS(=O)(=O)c2cccc3nsnc23)c1 | -2% | -17%&-15% | 15%[46 µM] | 7% | 2% | -23% | -43%
CCCN1CN=C(Nc2nc3ccccc3o2)NC1 | . | . | . | 2% | . | -8%[9.22 µM] | -8%[10 µM]

Only LMNA splice mod and CBFb-RUNX1 inh (2 entries from above):
structure | LMNA splice mod | CBFb-RUNX1 inh
CNc1c([N+](=O)[O-])cnn1-c1cccc(Cl)n1 | . | -1%
c1ccc(CCc2nn3c(Cn4nnc5ccccc54)nnc3s2)cc1 | 18% | 7%

Quoted from the listing.
SMN2 splice enh result of COc1cccc(CNC(=O)CCNS(=O)(=O)c2cccc3nsnc23)c1 : -17%&-15%
LMNA splice mod result of CSc1nc2cc(C)nn2c(-c2ccc(C(C)(C)C)cc2)c1C#N : 18%[46 µM]

Compound activity as filed in PubChem BioAssay.
